Source: PubChem BioAssay
Hsp70 activator: Hsp70 transcriptional activation, primary screen | activation, % at 10 µM | AID 1203 | hit rate 0.04% among 200,000 | HeLa Hsp70 promoter luciferase reporter, luminescence; scaled: vehicle 0, proteasome-inhibitor control 100%;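 active = activation above the mean across all tested compounds plus 3 SD, cutoff set per campaign, cut at about 5.5% in these data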;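 also: 100% = MG132 at 30 µM as the positive control and 0% = DMSO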
APP 5'UTR act: activates APP 5'UTR luciferase reporter. SH-SY5Y APP 5'UTR luciferase reporter, luminescence; zero percent = DMSO vehicle wells. activation, % at 2 µM. hit rate 1% among 190,000. AID 1276;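 active = activation above a set limit, based on mean plus 3 SD of controls, cut at about 140% in these data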; also: values of inactives mirror those of a sister screen read the other way
HMGR II inh: blocks class II HMG-CoA reductase of Enterococcus faecalis; hit rate 0.41% among 190,000; inhibition, % at 10 µM; purified E. faecalis HMGR, NADPH absorbance 340 nm kinetic;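 active = inhibition above a set limit, the median over all tested compounds plus 3 SD, cut at about 9.5% in these data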;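 also: enzyme runs in reverse so mevalonate oxidation gives rising NADPH absorbance; 0% = complete reaction with DMSO and 100% = background rate lacking mevalonate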
G6PDH CS: counter-screen for G6PDH assay hits: L. mesenteroides G6PDH inhibition | Purified L. mesenteroides G6PDH, diaphorase/resazurin coupled fluorescence, 45 min | inhibition, % at 5 µM | hit rate 0.12% among 200,000; in the data active = inhibition above about 50%
Redox H2O2 prof: compounds producing H2O2 with reducing agent – biochemical, NIH compound library profiling, artefact control for MLSCN library redox annotation, primary screen. hit rate 0.03% among 200,000. DTT-dependent redox cycling H2O2, phenol red/HRP absorbance; 100% = 100 µM peroxide control, 0% = buffer. activation, % at 10 µM;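 active = activation of at least 50% relative to the plate's high and low controls in the primary single-dose screen; inactive = activation below 50%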;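 also: compound incubated with DTT at 0.8 mM final as the reducing agent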
FLuc stim CS: firefly luciferase counter-screen for stimulation assays | P08659 | ATPlite luciferase biochemical, luminescence, 10 min; 0 = ATP-free wells, 1 = DMSO control | activation factor at 10 µM | 200,000 tested, under 10 active | AID 1027;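 active = luciferase activation factor, scaled between plate controls, of at least 2 with compound at 10 µM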
Target sequence (P08659 whole entry, looked up): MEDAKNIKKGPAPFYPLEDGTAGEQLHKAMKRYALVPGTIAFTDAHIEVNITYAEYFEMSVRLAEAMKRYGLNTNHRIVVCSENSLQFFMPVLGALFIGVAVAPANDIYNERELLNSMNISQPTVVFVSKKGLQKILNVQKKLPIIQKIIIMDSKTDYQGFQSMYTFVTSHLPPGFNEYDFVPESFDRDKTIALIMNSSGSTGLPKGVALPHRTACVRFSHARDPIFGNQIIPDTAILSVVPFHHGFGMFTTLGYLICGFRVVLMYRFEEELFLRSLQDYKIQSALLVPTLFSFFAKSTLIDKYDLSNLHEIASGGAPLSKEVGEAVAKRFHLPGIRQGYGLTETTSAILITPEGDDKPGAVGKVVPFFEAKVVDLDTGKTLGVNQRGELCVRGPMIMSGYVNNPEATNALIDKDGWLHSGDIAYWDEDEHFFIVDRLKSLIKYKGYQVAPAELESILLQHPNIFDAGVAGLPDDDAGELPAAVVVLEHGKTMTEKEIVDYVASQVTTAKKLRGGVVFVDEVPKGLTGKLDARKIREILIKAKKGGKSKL
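Assay system: Luciferase/luciferin detection reagent, cell-free biochemical luciferase assay / Also added: ATP substrate / Schedule: 10 min at ambient temperature / Measured by: luminescence measurement of luciferase light output / Benchmarks: low control with PBS replacing ATP, high control enzyme plus ATP without compound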
STAT1 activator: activators of IFN-gamma induced STAT1 signaling | NIH 3T3 STAT1-luciferase reporter, luminescence; 100% = IFN-gamma alone, no compound | activation (% of control), % at 5.5 µM | hit rate 2.6% among 200,000;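 active = activation above the screen-wide mean activation plus 3 SD, cut at about 130% in these data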;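 also: raw ratio to IFN-gamma control signal so 100% means no change and 0% no light; values of inactives mirror those of a sister screen read the other way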
NF-kB expr up: NF-kB expression increase, human neuronal cells; NF-kB reporter expression; stronger effect = higher value; fold change at 12.5 µM; hit rate 1.6% among 190,000; AID 1239; in the data active = fold change above about 3.3
APP transl inh: APP translation inhibition; SH-SY5Y APP 5'UTR-luciferase reporter, luminescence; inhibition, % at 2 µM; hit rate 0.82% among 190,000; AID 1285;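 active = inhibition above a set limit, derived from the sample mean plus 3 SD, cut at about 45% in these data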; also: values of inactives mirror those of a sister screen read the other way
FLuc inhib CS: counter-screen for luciferase assay inhibitors: firefly luciferase inhibition. AID 1006. hit rate 1.5% among 200,000. ATPLite firefly luciferase biochemical luminescence, 10 min. inhibition, % at 10 µM;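 active = inhibition above about 50% when tested at 10 µM, limit read from the data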
The depositor's hits bear a star; x = no result given. Only part of the results is shown; the hit share may differ from the screen's.

SMILES	Hsp70 activator	APP 5'UTR act	HMGR II inh	G6PDH CS	Redox H2O2 prof	FLuc stim CS	STAT1 activator	NF-kB expr up	APP transl inh	FLuc inhib CS
C[C@]12CCC(=O)C[C@@H]1CC[C@@H]1[C@@H]2CC[C@@]2(C)[C@H]1CC[C@]2(C)O	-0.2	x	3	8	x	1	x	x	x	-3
CCCCn1c(O)c(C(C)=NCCN2CCCCC2)c(=O)[nH]c1=O	-0.3	-4	0	4	0.0	1	94	1.1	4	-2
CCOc1ccccc1N1C(=O)NC(=O)/C(=C/c2ccc3c4c(cccc24)CC3)C1=O	-0.3	17	1	10	-0.7	1.1	98	0.97	-17	-5
ClCCNc1nc2ccc(Cl)cc2[nH]1	-0.3	-2	1	4	0.2	1	107	1.5	2	-3
COc1cccc(N2C(=O)NC(=O)/C(=C/c3ccc4c(c3)Cc3ccccc3-4)C2=O)c1	-0.2	11	1	-3	0.0	1	131*	1.1	-11	-4
CN1C(=O)NC(=O)C2(Cc3ccccc3N3CCOCC32)C1=O (stereo not drawn)	-0.1	9	-7	5	-4.4	1	96	1	-9	-4
CC1(C)CN=C(NCc2ccccc2Cl)S1	-0.6	24	-2	6	3.0	1	101	1.2	-24	-3
CCCCP(=O)(O)c1ccccc1	-0.2	4	-1	2	0.9	1.1	97	1.1	-4	-8
CC(C)(C)C(=O)Cn1c(NCCCl)nc2ccccc21	-0.5	17	0	8	-1.0	1	102	x	-17	-2
CC(=O)c1cn(Cc2ccc(C#N)cc2)c2ccccc12	-0.2	-6	-1	12	-1.2	1.1	88	0.84	6	-8
CN1C[C@H](CO)C=C2c3cccc4[nH]cc(c34)C[C@H]21	-0.1	-22	-2	9	-0.2	1	99	0.72	22	-3
O=C(CN1CCOCC1)c1cccc2ccccc12	-0.5	0	0	6	0.4	1.1	100	0.97	0	-5
CC12CN3CC(C)(CN(C1)C31CCSCC1)C2=O	-0.3	4	1	4	3.5	1.1	100	1.4	-4	-8
Cc1ccc(S(=O)(=O)CC(=O)c2cc(C)c(OC(=O)N(C)C)c(C)c2)cc1	0.3	5	-1	0	-0.8	1	101	1.2	-4	-1
C[N+](C)(C)CCc1ccc(O)cc1	-0.4	-12	-4	5	-0.4	1	98	1.1	12	-2
CC12CN3CC(c4ccccc4)(CN(C1)C31CCCCC1)C2=O	-0.1	7	0	4	1.5	1	100	1.2	-7	-2
Cc1cccc(NC(=O)C(C)N2CC=C(c3ccccc3)CC2)c1 (stereo not drawn)	-0.1	20	-8	4	-2.0	1	94	0.97	-20	-3
Cc1cc(/C=C2\C(=O)NC(=O)N(Cc3ccco3)C2=O)c(C)n1-c1ccc(O)cc1	-0.2	17	6	24	-0.5	0.9	107	0.85	-17	10
O=c1[nH]c(=S)n(C2CC2)c(O)c1/C=N/Nc1cccc2ccccc12	-0.4	25	-2	-23	1.3	1	85	0.8	-25	-3
CCOC(=O)C1(CCOc2ccccc2)CCN(Cc2ccc(C)s2)CC1	-0.3	-5	-3	9	0.8	1	97	0.95	5	0
CC(C)Cc1nnc(NC(=O)CCC(=O)N2CCN(CCOC(c3ccccc3)c3ccccc3)CC2)s1	-0.5	-1	-4	-18	0.3	1	102	0.63	1	-4
CCCC(C)C1C(C#N)=C(N)Oc2c1c(=O)oc1ccccc21 (stereo not drawn)	0.0	17	-1	9	2.1	1	108	1.1	-17	-3
O=C(CSC1c2ccccc2-c2ccccc21)N/N=C/c1ccccc1O	-0.5	-22	0	-1	0.5	1	86	1.7	22	-4
O=C(NCCCn1ccnc1)C(Cl)(Cl)Cl	-0.2	6	-5	5	-0.7	1.1	88	1.1	-6	-8

Reprinted from the part before: 4 compounds; new compounds follow.
SMILES	Hsp70 activator	APP 5'UTR act	HMGR II inh	G6PDH CS	Redox H2O2 prof	FLuc stim CS	STAT1 activator	NF-kB expr up	APP transl inh	FLuc inhib CS
CC(C)Cc1nnc(NC(=O)CCC(=O)N2CCN(CCOC(c3ccccc3)c3ccccc3)CC2)s1	-0.5	-1	-4	-18	0.3	1	102	0.63	1	-4
CCCC(C)C1C(C#N)=C(N)Oc2c1c(=O)oc1ccccc21 (stereo not drawn)	0.0	17	-1	9	2.1	1	108	1.1	-17	-3
O=C(CSC1c2ccccc2-c2ccccc21)N/N=C/c1ccccc1O	-0.5	-22	0	-1	0.5	1	86	1.7	22	-4
O=C(NCCCn1ccnc1)C(Cl)(Cl)Cl	-0.2	6	-5	5	-0.7	1.1	88	1.1	-6	-8
C[N+](C)(C)c1ccccc1	0.1	-14	-1	12	-0.1	1	104	1.1	14	-1
CCC(=NCCCN(C)C)c1c(O)n(-c2ccc(OC)cc2)c(=O)[nH]c1=O	-0.4	-1	-1	19	-3.3	1.1	99	1	0	-6
CCOC(=O)C1SC2(C(F)(F)F)CC1(O)c1c(C)cc(C)nc1O2 (stereo not drawn)	-0.3	-4	3	-3	0.9	1.1	91	1.1	4	-9
COc1cccc(N2CCN(Cc3ccc(Cl)cc3)CC2)c1	0.2	1	0	5	0.0	1	101	1.1	-1	-4
CCC(C)n1c(O)c(/C=N/Nc2ccccc2)c(=O)[nH]c1=S (stereo not drawn)	-0.3	2	-6	0	0.3	1	108	1.8	-2	-4
Cc1nc2ccccc2c(=O)n1-c1ccccc1C(F)(F)F	-0.3	-4	-5	6	-5.3	1	97	1.2	4	-4
COc1ccc(CCNCc2ccc(F)cc2)cc1OC	-0.2	11	-2	6	-0.1	1	95	0.92	-11	-4
Cc1ccc(C(C)C)c(OCC#CCN2CCCC2)c1	-0.2	16	-2	10	-0.6	1.1	92	x	-16	-5
CSc1ncc(Cl)c(C(=O)O)n1 (tested in a mixture with another compound)	0.0	1	-4	1	0.2	1	102	1.1	-1	-4
Cc1cccc(N2C(=O)NC(=O)/C(=C/c3ccc(N4CCOCC4)cc3)C2=O)c1	0.0	2	-5	2	0.1	1	102	1	-2	-3
FC(F)(F)C1=NC(C(F)(F)F)=NP(N2CCOCC2)(N2CCOCC2)=N1	-0.3	17	4	16	0.9	1.1	102	1.3	-17	-7
CCC(=O)c1cc(F)c(N2CCN(CC)CC2)cc1C	0.0	14	-2	-3	1.0	1.1	101	1.3	-14	-7
c1ccc2c(CN3CCCCCC3)c[nH]c2c1	-0.2	20	0	0	-0.8	1.1	100	1.5	-20	-6
CC(C)CNC(=O)c1c(N)n(Cc2ccc3c(c2)OCO3)c2nc3ccccc3nc12	-0.3	-4	-1	20	1.8	1	89	1.2	4	-3
Cn1c(=O)cc(OCCCC(=O)N2CCC3(CC2)OCCO3)c2ccccc21	-0.1	-1	-3	4	2.2	1	102	1.4	1	-2
NP(=O)(OCC(F)(F)F)Oc1cccc2ccccc12 (stereo not drawn)	0.1	7	-5	16	-1.1	1.1	101	1.2	-7	-9
O=c1c2ccccc2nc(-c2ccccc2)n1-c1ccc(O)cc1	-0.4	-7	-4	26	-0.7	1.1	92	0.95	7	-6
CN1C[C@@H]2C[C@@H](c3cccn3-c3ccccn3)N3CCC[C@@]23C1=O	-0.3	5	0	16	-1.9	1	100	1.4	-5	-4
CC(C)C12CN3CC(C(C)C)(CN(C1)C3c1cccnc1)C2=O (stereo not drawn)	-0.2	-4	3	5	0.5	1	98	1.1	4	-3
C=CCn1c(O)c(C(C)=NCc2cc(OC)cc(OC)c2)c(=O)[nH]c1=O	-0.4	-26	-2	15	1.4	1	86	0.54	26	-4
O=c1cccc2n1CC1CC2CN(c2nc(N3CCCCC3)nc(N3CCCCC3)n2)C1 (stereo not drawn)	0.0	11	-3	9	-0.9	1	93	0.97	-10	-3
O=C1N=c2ccccc2=C/C1=C\c1c(O)[nH]c(=S)[nH]c1=O	-0.2	-1	-3	-3	0.3	1.1	101	0.9	1	-8
O=C(Nc1cccc(C(F)(F)F)c1)c1cccn(Cc2ccc3c(c2)OC(F)(F)O3)c1=O	-0.2	-11	1	5	-0.1	1	105	0.94	11	-3
COc1ccccc1-n1c(O)c(C=NCc2ccc3c(c2)OCO3)c(=O)[nH]c1=O	0.4	-7	-5	13	-3.8	1.1	95	1.1	7	-6
C=Cn1ccnc1P(=S)(c1nccn1C=C)c1nccn1C=C	-0.4	-10	-1	4	0.3	1.1	86	1.1	10	-9
Nc1ccccc1C(=O)c1ccccc1	-0.1	9	0	0	-2.4	1	100	1	-9	-1
CCCOP(=O)(O)c1c([N+](=O)[O-])cc(C(F)(F)F)cc1[N+](=O)[O-] (tested in a mixture with another compound)	-0.1	-15	-2	-2	-0.7	1.1	102	1.1	15	-7
Clc1ccccc1CN1CCN(c2ccccc2Cl)CC1	-0.5	17	-4	7	0.0	1.1	102	1	-17	-8
CCOc1ccc2nc(N3CCC(C(=O)N4CCC5(CC4)OCCO5)CC3)sc2c1	0.6	27	-3	5	-0.1	0.8	110	1.3	-27	17
CCOC(=O)c1c(N)n(CCCOC(=O)c2ccco2)c2nc3ccccc3nc12	0.0	8	0	-3	0.2	1.1	97	0.64	-8	-8
Cc1cccc(CSc2nc3c(cc2C#N)CN(C)CC3)c1	-0.1	12	-2	-23	2.1	1.1	100	1.1	-12	-8
CC(=O)N1CCN(CC(=O)Nc2ccc(C#N)c(Cl)c2)CC1	0.5	9	5	4	-2.1	1	91	1.1	-9	-1
CC(=O)OC1(c2ccccc2)CC(C(C)(C)C)CN(C(C)(C)C)C1 (stereo not drawn)	-0.2	-9	-1	2	0.2	1.1	100	0.77	10	-6
CCCOc1ccc(N2C(=O)CC(N3CC=C(c4ccccc4)CC3)C2=O)cc1 (stereo not drawn)	-0.1	12	-3	6	-0.1	1	100	1.2	-12	3
COC(=O)C(C)Oc1cc(C)cc2oc(=O)c3c(c12)CCCC3 (stereo not drawn)	-0.2	-5	4	10	2.3	1	95	0.76	5	1
CC(C)(C)c1ccc(OC(=O)N2CCCCC2)cc1	0.1	132	-8	2	0.0	0.9	146*	2.3	-132	7

Reprinted at random: 2 entries already listed, in no set order.
SMILES	Hsp70 activator	APP 5'UTR act	HMGR II inh	G6PDH CS	Redox H2O2 prof	FLuc stim CS	STAT1 activator	NF-kB expr up	APP transl inh	FLuc inhib CS
Cc1cccc(CSc2nc3c(cc2C#N)CN(C)CC3)c1	-0.1	12	-2	-23	2.1	1.1	100	1.1	-12	-8
Nc1ccccc1C(=O)c1ccccc1	-0.1	9	0	0	-2.4	1	100	1	-9	-1

Additional results
SMILES	Hsp70 activator	APP 5'UTR act	HMGR II inh	G6PDH CS	Redox H2O2 prof	FLuc stim CS	STAT1 activator	NF-kB expr up	APP transl inh	FLuc inhib CS
CCC1(c2ccccc2)C(=O)N(C)C(=O)N(C)C1=O	-0.1	4	0	-3	0.9	1.1	94	0.96	-4	-7
CN1C2CCC1CC(OC(=O)c1ccc([N+](=O)[O-])cc1)C2 (stereo not drawn)	-0.3	5	-3	1	0.3	1	94	1.1	-5	-3
Cc1ccc(-c2nn(Cc3ccccc3)cc2C=O)cc1C	-0.2	10	-3	-3	-0.3	1	109	1.4	-10	-4
CCOC(=O)C(NC(=O)CCl)(Nc1ccc(C(O)(C(=O)OCC)C(F)(F)F)cc1)C(F)(F)F (stereo not drawn)	-0.3	0	-6	0	-0.6	1.1	93	1	0	-5
CCc1ccc(N2C(=O)NC(=O)C(Cc3ccc(OC)cc3OC)C2=O)cc1 (stereo not drawn)	-0.5	-7	-2	-2	0.0	1.1	102	1.1	7	-10
